14-3-3 Bad inh: disrupts binding of bovine 14-3-3 zeta to phospho-Bad peptide | P63103 | TR-FRET 14-3-3zeta/Dy647-pBad peptide displacement, 1 h | inhibition, % at 21.7 µM | 220,000 compounds, 0.71% hits;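 active means inhibition above about 70%, limit read from the data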;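 further: 0% = full 14-3-3 plus peptide FRET controls and 100% = background without 14-3-3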
Target sequence (P63103 whole entry, looked up): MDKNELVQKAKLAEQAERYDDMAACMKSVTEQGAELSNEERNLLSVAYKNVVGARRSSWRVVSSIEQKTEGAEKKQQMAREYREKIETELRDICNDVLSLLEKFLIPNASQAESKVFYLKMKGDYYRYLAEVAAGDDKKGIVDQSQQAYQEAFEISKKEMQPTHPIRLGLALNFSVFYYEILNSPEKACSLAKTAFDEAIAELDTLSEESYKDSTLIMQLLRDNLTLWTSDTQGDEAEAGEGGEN
PGE2 EP2 inh: EP2 receptor (human) inhibition. P43116. C6 glioma cells expressing human EP2, cAMP TR-FRET; cells stimulated with saturating PGE2. inhibition, % at 25 µM. 260,000 compounds, 0.52% hits. AID 1422;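 active means percent inhibition above 40 after rounding to a whole number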;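 further: rat C6 glioma host cells with rolipram phosphodiesterase inhibitor present; the protocol text gives 20 µM as final concentration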
Target sequence (P43116 whole entry, looked up): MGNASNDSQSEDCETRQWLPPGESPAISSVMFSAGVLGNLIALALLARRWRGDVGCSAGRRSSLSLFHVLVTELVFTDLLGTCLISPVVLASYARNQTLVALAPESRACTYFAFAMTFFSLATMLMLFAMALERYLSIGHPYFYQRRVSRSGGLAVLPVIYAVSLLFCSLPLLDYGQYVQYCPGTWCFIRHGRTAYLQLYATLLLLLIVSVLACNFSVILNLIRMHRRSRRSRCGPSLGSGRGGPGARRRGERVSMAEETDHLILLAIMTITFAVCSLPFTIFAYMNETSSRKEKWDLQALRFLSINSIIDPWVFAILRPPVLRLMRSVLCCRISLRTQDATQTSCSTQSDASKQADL
TbHK1 inh: T. brucei hexokinase 1 inhibition | AID 1430 | inhibition, % at 10 µM | recombinant TbHK1, G6PDH-coupled NADH A340 | 220,000 compounds, 0.11% hits;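 active means inhibition of 50% or more in the single-dose primary screen; inactive means inhibition below 50%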
zVAD death inh: blocks zVAD induced death of L929 cells; viability rescue, % at 10 µM; AID 1377; L929 zVAD necroptosis rescue, ATP luminescence, 24 h; with zVAD 60 µM; 220,000 compounds, 0.38% hits;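 active means activation, scaled between plate controls, above about 75%, limit read from the data; inactive means activation under that limit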;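 further: 0% = zVAD with DMSO and 100% = DMSO alone without zVAD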
eIF4E 4G PPI: inhibitors of eIF4E and eIF4G interaction in translation initiation | inhibition, % at 21.7 µM | TR-FRET eIF4E-eIF4GI(517-606) binding, 2 h | AID 782 | 220,000 compounds, 0.37% hits;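 active means inhibition above about 30%, limit read from the data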;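 further: 0% = full FRET control wells and 100% = background wells lacking eIF4GI fragment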
EP2 mod: modulators of human EP2 prostaglandin E2 receptor; P43116; EP2-expressing cells, cAMP HTRF FRET, PGE2 co-stimulation; induction, % at 25 µM; 260,000 compounds, 0.83% hits; AID 940;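 active means compounds whose cAMP rise, as percent of the full-agonist control response, exceeds 60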;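 further: rat C6 glioma line stably carrying human EP2 under a CMV promoter; the protocol text gives 20 µM as final concentration; 100% = response of wells given 1 µM PGE2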
Hck-Nef inh: human Hck-Nef kinase inhibition; Recombinant Hck-YEEI plus Nef, Z-Lyte FRET kinase assay; inhibition, % at 20 µM; P08631; AID 463187; 220,000 compounds, 0.68% hits;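 active means Hck-Nef kinase inhibition above about 50%, limit read from the data; inactive means inhibition below that limit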;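 further: 0% = DMSO with Hck plus Nef and 100% = Hck alone without Nef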
Calpain2 inh: calpain II (pig) inhibition; 220,000 compounds, 0.37% hits; inhibition, % at 16 µM; AID 1236; purified calpain II, fluorogenic peptide substrate, 30 min;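 active means inhibition above about 50%, limit read from the data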
Rad51 HR inh: Rad51 (human) homologous recombination inhibition; 200,000 compounds, 0.085% hits; inhibition, % at 10 µM; hRad51 DNA strand exchange, fluorescence dequenching;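 active means inhibition above 40% at the single screening dose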;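 further: 0% = DMSO control wells and 100% = blanks with heterologous ssDNA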
Target sequence (Q06609 whole entry, looked up): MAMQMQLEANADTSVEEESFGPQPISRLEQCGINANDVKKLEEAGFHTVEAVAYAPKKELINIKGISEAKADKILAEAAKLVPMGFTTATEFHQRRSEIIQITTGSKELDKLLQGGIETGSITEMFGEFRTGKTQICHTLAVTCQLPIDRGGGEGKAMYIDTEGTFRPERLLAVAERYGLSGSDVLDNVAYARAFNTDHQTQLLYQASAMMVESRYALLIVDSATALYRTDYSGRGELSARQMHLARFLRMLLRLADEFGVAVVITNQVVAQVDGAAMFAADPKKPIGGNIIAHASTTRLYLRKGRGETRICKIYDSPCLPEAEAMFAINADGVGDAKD
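System: hRad51 filaments on single-stranded DNA; reagent: Fluorescein- and BHQ1-tagged 47-mer duplex; compound dosing: one concentration, 10 µM final; timing: filaments 15 min 37 °C, then compound 30 min; measured by: fluorescein emission 520 nm, excitation 485 nm; benchmarks: per-plate controls and blanks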
An asterisk follows results filed as active; . = not tested or not shown; & = joins results of further samples; [ ] = remark or other dose. An excerpt, so the mix of outcomes need not match the whole.

The first 3 compounds, ahead of the listing:
SMILES	14-3-3 Bad inh	PGE2 EP2 inh	TbHK1 inh	zVAD death inh	eIF4E 4G PPI	EP2 mod	Hck-Nef inh	Calpain2 inh	Rad51 HR inh
N#Cc1ccc(-c2ccc(OCC(O)Cn3nnc4ccccc43)cc2)cc1 (stereo not drawn)	-9	33	3	0.7	-13	-67	0	-15	0
COc1cc2c(cc1NC(=O)CSc1nnnn1-c1ccccc1)oc1ccccc12	1	5	2	-0.5	-17	-10	2	-38	5
Cc1ccc(-n2ncc3c(=O)n(CC(=O)NCc4ccco4)cnc32)cc1C	1	11	-8	-0.5	-5	4	-2	4	6

The listing, previewed entries included:
SMILES	14-3-3 Bad inh	PGE2 EP2 inh	TbHK1 inh	zVAD death inh	eIF4E 4G PPI	EP2 mod	Hck-Nef inh	Calpain2 inh	Rad51 HR inh
N#Cc1ccc(-c2ccc(OCC(O)Cn3nnc4ccccc43)cc2)cc1 (stereo not drawn)	-9	33	3	0.7	-13	-67	0	-15	0
COc1cc2c(cc1NC(=O)CSc1nnnn1-c1ccccc1)oc1ccccc12	1	5	2	-0.5	-17	-10	2	-38	5
Cc1ccc(-n2ncc3c(=O)n(CC(=O)NCc4ccco4)cnc32)cc1C	1	11	-8	-0.5	-5	4	-2	4	6
COc1cc(/C=N/NC(=S)Nc2cccc(S(=O)(=O)N(C)C)c2)ccc1O	8	15	-31	1.7	-4	-50	-35	4	.
CCn1c(O)c(C2=NCCCC2)c2ccccc21	1	11	-34	0.1	-4[fluorescence artefact?]	17	2	-10	11
CCCCN(CCCC)CC(O)CN1C(=O)NC(C)(C)C1=O (stereo not drawn)	5	6	13	0.8	-2[fluorescence artefact?]	-3	-22	-11	5
COc1ccc(/C(N)=N/OC(=O)c2cccc([N+](=O)[O-])c2)cc1	-4	3	-6	0.0	1	-9	-1	-14	2
COc1ccc(OC)c(-c2cc(C(=O)Nc3cccc(Cl)c3)no2)c1	5	1	-2	-0.3	-24	-4	0	-54	0
Cc1ccc(C(=O)c2c(NC(=O)CSc3nnc(N)s3)sc3c2CCCC3)cc1	-25[fluorescence artefact?]	4	25	-0.3	0	30	4	-31	-3
COc1ccc(N(C(=O)C2CCCCC2)C2C=CS(=O)(=O)C2)c(OC)c1 (stereo not drawn)	-15[fluorescence artefact?]	10	2	-0.1	-11	9	-1	-10	-7
Oc1ccc(/C=N\Nc2cc(N3CCOCC3)nc(N3CCOCC3)n2)c(O)c1	-4	4	-49	54	-1	-8	-2	-8	2
CCN(CC)S(=O)(=O)c1ccc(N2CCOCC2)c(NC(=O)c2ccc3ccccc3c2)c1	-16	1	-10	1.4	1	17	1	-15	7
CCN(CC)C(=O)c1c(C)nc2ccccn12	1	1	-5	-0.2	-2	-2	-2	-13	1
O=C(Nc1ccc(N2CCOCC2)c2nonc12)C1CCCC1	-4	17	1	-0.1	3	11	-11	-18	5
COc1ccc(C(=O)O)cc1S(N)(=O)=O	-11	3	1	3.4	1	32	20	-13	-11
COc1cc2c3c(c1)/C(=C1/SC(NC(C)=O)=NC1=O)C(=O)N3C(C)(C)C=C2C	1	13	-17	0.4	-7	-4	41	5	-4
Cc1ccccc1N1C(N)=NC(N)=NC1(C)C	1	5	5	-0.7	-4	-18	13	0	-4
O=C(O)c1ccccc1SCc1cn2cc(Cl)ccc2n1	-15	9	1	0.6	0	12	9	-28	-27
CCN(CC(=O)Nc1ccc(N2CCOCC2)cc1)C(=O)COc1ccccc1OC	-6	8	0	-0.4	2	14	-4	-8	14
O=C(NC1(C(=O)NC2CCCCC2)CCCCC1)c1ccccn1	-9[fluorescence artefact?]	6	-5	-0.4	-1	9	-1	-43	8
CCOC(=O)N1CCC(NC(=O)CC(NS(=O)(=O)c2ccc(Cl)cc2)c2ccco2)CC1 (stereo not drawn)	-8	.	-2	1.4	1	28	1	10	.
O=C(CN(CCc1ccccc1)C(=O)CNS(=O)(=O)c1ccccc1)NCc1ccco1	1	17	41	-0.3	4	20	4	-14	11
CC(=O)c1ccc(NC(=O)C(C)n2nc(-c3ccccc3)c3cc(Cl)ccc32)cc1 (stereo not drawn)	0[fluorescence artefact?]	10	-6	.	0	1	-4	4	.
O=Cc1ccc(Oc2cnccn2)cc1	2	2	-3	-0.4	1	-3	21	-6	-10
COC(=O)c1cc(NC(=O)C2COc3ccccc3O2)ccc1Cl (stereo not drawn)	-6	2	6	1.0	2	-14	-1	-6	-6
CCOc1ccc(N2C(=O)c3ccc(C(=O)OCc4c(C)noc4C)cc3C2=O)cc1	4	15	-7	0.0	-18	-2	2	23	-5
Cc1ccc(N2CC(C(=O)Nc3nnc(C(C)C)s3)CC2=O)cc1 (stereo not drawn)	-4	3&6	-3	0.3	-1	8&-15	0	-30	-1
Cc1cc(=O)[nH]c(SCC(=O)Nc2cc(S(=O)(=O)N3CCCC3)ccc2Cl)n1	-1	8	-1	-0.1	-2	7	17	-26	0
O=C(CSc1nnc(CNc2ccc(F)cc2)n1Cc1ccccc1)N1CCOCC1	-9	6	43	0.4	-1	8	1	18	-7
COCCn1c(SCC(=O)Nc2cc(C)on2)nc2ccccc21	-8	9	3	0.7	-2	-5	26	8	8
CCc1ccc(S(=O)(=O)Nc2cccc(C3OCCCO3)c2)cc1	-16	3	0	1.0	4	8	26	-12	4
CCn1c(CC(=O)Nc2ccccc2OC)nnc1SCC(=O)Nc1ccccc1F	-4	15	-3	1.9	-10	25	1	-107	12
CC(C)C(=O)Nc1ccc(C(=O)NNC(=S)NC(=O)c2ccco2)cc1	-5	3	-42	0.2	-4	15	-9	13	-28
Clc1cc2c(nn1)Nc1ccccc1S2	-1	19	-12	0.7	3	-16	5	-6	-6
CCOCC(=O)Nc1ccccc1C(=O)OCC	3[fluorescence artefact?]	4	-5	0.0	-7[fluorescence artefact?]	23	1	-38	0
N#CCn1nnc(-c2ccc3c(c2)OCO3)n1	-6	8	3	0.4	-6[fluorescence artefact?]	-10	0	8	-2
NC(=O)c1ccc(NC(=O)C2CCCO2)cc1 (stereo not drawn)	-10	13	-1	0.5	-6	5	-2	-19	-7
COc1ccc(C(=O)NC(=O)CSc2nnc(-c3ccco3)n2-c2ccccc2)cc1	10	.	1	0.0	6	24	-1	6	.
COC(=O)C1=C(C)Nc2nnnn2C1c1ccco1 (stereo not drawn)	5[fluorescence artefact?]	13	-1	-0.6	-5[fluorescence artefact?]	0	6	-21	-7
CC1CCN(C(=O)N2c3ccccc3Sc3ccccc32)CC1	7	9	2	-0.7	3	24	0	-11	12
CC(Sc1nc2ccccc2o1)C(=O)O (stereo not drawn)	-4	1	2	-0.6	-4	3	-5	-7	-24
O=c1[nH]c(SCc2cccc(F)c2)nc2ccccc12	-2	15	-14	1.2	-4	-3	-8	11	2
CC(NC(=O)C(C)N1C(=O)C2C3CC(C(Br)C3Br)C2C1=O)c1ccccc1 (stereo not drawn)	-10	19	33	0.4	-4	-48	2	-4	-2
Cc1ccc2[nH]c3c(=O)n(N)c(C)nc3c2c1	-12	4	-15	16	-1	-17	24	-110	13
O=C(NCCN1C(=O)S/C(=C\c2ccc(F)cc2)C1=O)c1cccc(S(=O)(=O)N2CCOCC2)c1	-9	5	31	0.7	-5	1	3	2	3
CCCCN(CC)S(=O)(=O)c1ccc(C(=O)Nc2nnc(-c3ccccc3Cl)o2)cc1	6[fluorescence artefact?]	20	13	0.1	-1	-23	1	-326	-5
c1coc(Cn2nnnc2CN2CCN(C3CCCCC3)CC2)c1	11	11	2	-0.1	3[fluorescence artefact?]	-8	-5	-4	-1
COc1c(Cl)cc(-c2noc(C)c2C(=O)NCc2ccccc2)cc1Cl	1	13	-4	0.0	-2	24	0	-13	2
COc1ccc(C(=O)Oc2ccc(/C=N/NC(=O)Cc3ccc([N+](=O)[O-])cc3)cc2)cc1	32	8	-1	0.2	0	1	2	27	2
FC(F)(F)c1nc(-c2cccnc2)ncc1-c1nnnn1-c1ccccc1	-7	6	2	0.0	0	-2	1	14	9
CCc1nnc(SCC(=O)N2CCCc3ccccc32)nc1CC	3[fluorescence artefact?]	8	3	0.0	-2	-11	0	18	-1
CN(C)CCCNCC(=O)Nc1ccccc1N1CCOCC1	34[fluorescence artefact?]	15	-3	-0.3	2	8	8	7	7
CCOc1ccc(CN2CCC(=O)NC2=O)cc1	0	5	1	0.0	1	9	1	6	2
Cc1[nH]nc2c1C(Cc1ccccc1)C(C#N)=C(N)O2 (stereo not drawn)	-6	11&12	-9	1.1	-4	-9&-27	0	13	8
CN(CCN(C)C(C)(C)C)C(=O)C(c1ccccc1)c1ccccc1	52	6	1	-0.7	-3	26	-2	7	3
Cc1noc(C)c1S(=O)(=O)N1CCC(C(=O)NCCC2=CCCCC2)CC1	-10	14	1	0.3	12	-9	7	10	-1
Cc1cc2c3c(c1C)C(=O)C(=O)N3C(C)(C)CC2C (stereo not drawn)	-7	13	2	6.3	2	41	33	-14	10
CN(C)CCn1c(=S)[nH]c2ncccc2c1=O	-2	1	-3	0.3	-6	-10	-13	6	-13
COc1cccc(C(=O)n2c(SC)nc3cc4c(cc32)OCCO4)c1	-7	4	-12	0.3	-4	35	-2	-30	-4
CCCSc1nc2c(c(=O)[nH]c(=O)n2C)n1C	3	8	48	0.1	6	15	4	5	-2

Next part:
SMILES	14-3-3 Bad inh	PGE2 EP2 inh	TbHK1 inh	zVAD death inh	eIF4E 4G PPI	EP2 mod	Hck-Nef inh	Calpain2 inh	Rad51 HR inh
COc1ccc(-c2nnc(SCC(=O)c3[nH]c(C)c(C(C)=O)c3C)o2)cc1	13	18	0	0.0	-36	-9	13	-23	-4
CC(c1ccccc1)C1CC(=O)N(C2CCCCC2)C1=O (stereo not drawn)	6	6	2	-0.5	-2	31	2	-8	2
COc1ccc(OC)c(NC(=O)C2CCC(CNc3c(N4CCC(C)CC4)c(=O)c3=O)CC2)c1 (stereo not drawn)	-5[fluorescence artefact?]	8	-12	1.2	2	7	1	17	2
CCCCOCCCNC(=O)N[C@H](C(=O)OC)C(C)C	9[fluorescence artefact?]	0	-4	0.3	-5	-10	-1	-31	4
COCCn1nnnc1C(c1ccc(OC)cc1OC)N1CCN(c2ccccc2F)CC1 (stereo not drawn)	69	12	-3	-0.3	7	13	2	-14	-5
COc1ccc(NC(=O)C(Sc2nnc3ccccn23)c2ccccc2)cc1Cl (stereo not drawn)	-1	8	-5	0.3	0[fluorescence artefact?]	12	2	-32	5
O=C(CN(Cc1cccs1)C(=O)CNS(=O)(=O)c1ccc(F)cc1)NCC1CCCO1 (stereo not drawn)	-9	1	7	-0.8	3	21	-20	6	-21
CCOc1cc(NC(=O)C2CC2)c(OCC)cc1NC(=O)c1ccccn1	-18	14	-11	0.7	2	-17	1	15	-7
Cc1ccccc1S(=O)(=O)Nc1nc2ccccc2nc1Cl	9	13	-7	1.0	2	46	21	-41	1
COC(=O)c1c(C)[nH]c(C)c1-c1ccccc1	81*[fluorescence artefact?]	11	-3	-0.4	-3	-13	2	-12	6
S=C(NCc1cccs1)Nc1cc(Cl)cc(Cl)c1	-8	15	5	0.8	-1	-69	0	22	4
Cc1c(C(=O)NC(C)CN2CCCCC2)oc2ccccc12 (stereo not drawn)	-1[fluorescence artefact?]	6	0	-0.5	-2[fluorescence artefact?]	-10	7	29	-5
Cc1cc(=O)oc2cc(OCC(=O)Nc3nnc(C(C)C)s3)ccc12	-16[fluorescence artefact?]	13	-4	0.0	-15	7	5	-428	-8
CCOc1ccc2[nH]c(C)cc(=O)c2c1	12	6	-17	-0.6	0	-14	4	-6	-6

Bioassay records: PubChem BioAssay, several laboratories
